TrxR1 substrate: qHTS Assay for Substrates of Mammalian Selenoprotein Thioredoxin Reductase 1 (TrxR1): qHTS. AID 588456, 2011. Thioredoxin reductase 1, cytoplasmic (Rattus norvegicus), O89049. purified TrxR1 substrate turnover, NADPH consumption readout. Potency, µM (top dose mostly 114 µM), without a hit: at the highest dose activity change, negative = substrate turnover. actives 0.01% (n = 390,000); note: potency is the fitted concentration of half-maximal effect; % is set by controls: 0 for no effect and ±100 for the full control effect; nearly all actives have a fitted effect of over 50% in size
Target sequence (O89049 whole entry, looked up): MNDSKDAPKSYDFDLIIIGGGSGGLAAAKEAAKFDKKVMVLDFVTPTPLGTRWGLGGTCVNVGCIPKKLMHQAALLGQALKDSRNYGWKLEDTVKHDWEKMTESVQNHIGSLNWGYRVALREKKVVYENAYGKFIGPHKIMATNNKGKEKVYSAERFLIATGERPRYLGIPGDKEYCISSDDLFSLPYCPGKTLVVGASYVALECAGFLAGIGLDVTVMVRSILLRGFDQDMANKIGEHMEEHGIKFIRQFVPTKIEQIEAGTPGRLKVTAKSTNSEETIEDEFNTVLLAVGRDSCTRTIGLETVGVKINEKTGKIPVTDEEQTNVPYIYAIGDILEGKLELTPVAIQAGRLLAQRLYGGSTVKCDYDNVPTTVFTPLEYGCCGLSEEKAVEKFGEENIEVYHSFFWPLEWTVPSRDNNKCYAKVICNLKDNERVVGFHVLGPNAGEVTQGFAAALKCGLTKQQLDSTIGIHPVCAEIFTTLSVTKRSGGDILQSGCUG
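Rat TrxR1, dispensed at 90 nM, was prereduced with 400 uM NADPH (final) for 5 min at ~22 deg C, then incubated with compound 15 min before 400 uM selenite. A first-read NADPH fluorescence drop versus no-compound background flagged substrates.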
TRHR agonist: qHTS for Small Molecule Agonists and Allosteric Enhancers of Human TRH Receptor: Primary Screen for Agonists | Thyrotropin-releasing hormone receptor (Homo sapiens), P34981 | TRHR cells, calcium flux fluo-8, FDSS agonist mode | actives 0.18% (n = 360,000) | activation, % at 2 µM | AID 493084, 2011; in the data active = activation above about 30%; note: 0% is about no effect
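Read-out: compound-evoked intracellular calcium rise in TRHR cells, fluo-8 dye, kinetic FDSS fluorescence at 1 s/cycle following a 10-cycle baseline. Cells cultured overnight before dye loading (30 min–1.5 h, RT).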
USP1-UAF1 inh: Inhibitors of USP1/UAF1: Primary Screen | AID 743255, 2014 | actives 0.23% (n = 390,000) | Potency, µM (series often up to 57.1 µM), inactives show top-dose activity change, negative = inhibition, most hits filed as inhibitors | recombinant USP1/UAF1, Ub-Rhodamine cleavage fluorescence | Ubiquitin carboxyl-terminal hydrolase 1 (Homo sapiens), O94782; note: potency is the fitted concentration of half-maximal effect; % is set by controls: 0 for no effect and ±100 for the full control effect; nearly all actives have a fitted effect of over 60% in size; inactives centre near -12
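USP1/UAF1 complex (1 nM) preincubated 15 min at room temperature with compound, then Ub-Rho substrate (150 nM final) added. Kinetic fluorescence at 480/540 nm over 6 reads at 60 s intervals; 50 mM HEPES pH 7.8, 0.5 mM EDTA, 0.1 mg/ml BSA, 1 mM TCEP, 0.01% Tween-20.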
Pin1 inh: qHTS Assay to Find Inhibitors of Pin1; Pin1 FP peptide displacement, HiFluor488, 10 min; Peptidyl-prolyl cis-trans isomerase NIMA-interacting 1 (Homo sapiens), Q13526; actives 0.009% (n = 390,000); Potency, µM (top dose mostly 115 µM), for inactives: at the top dose activity, negative = inhibition, hits mostly inhibitors; AID 504891, 2011; active = well fitted inhibition curve with a large enough effect in the polarisation, with a control signal flat, not every such curve was filed as active; inconclusive = small, poorly fitted or top-dose-only effect, or effect the other way, or a change in a side signal; inactive = no such curve, though single readings can be large or run the other way; the % refers to the polarisation; note: potency is the fitted concentration of half-maximal effect; % is set by controls: 0 for no effect and ±100 for the full control effect
D2 antagonist: HTS Assay for Allosteric Antagonists of the Human D2 Dopamine Receptor: Primary Screen for Antagonists. D(2) dopamine receptor (Homo sapiens), P14416. HEK293 TREx D2 cells, calcium flux, dopamine EC80. inhibition, % at 10 µM. actives 2% (n = 340,000). AID 485344, 2010; in the data active = inhibition above about 30%; note: 0% is about no effect
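Tetracycline-induced HEK293 T-REx cells expressing D2 force-coupled to calcium signalling were dye-loaded, exposed to compound for 180 s, then challenged with an EC80 of dopamine; calcium flux was followed kinetically for a further 180 s.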
TRHR PAM: qHTS for Small Molecule Agonists and Allosteric Enhancers of Human TRH Receptor: Primary Screen for Enhancers | Thyrotropin-releasing hormone receptor (Homo sapiens), P34981 | TRHR cells, fluo-8 calcium fluorescence, EC20 TRH enhancement | enhancement, % at 2 µM | actives 0.66% (n = 360,000); in the data active = enhancement above about 30%; note: 0% is about no effect
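TRHR-expressing cells loaded with fluo-8 calcium dye were read kinetically (ex 480/em 530) during compound addition, then stimulated with an EC20 of TRH (10 nM final). Enhancement of the Gq-mediated intracellular calcium response was scored.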
IDH1 R132H inh: qHTS for Inhibitors of mutant isocitrate dehydrogenase 1 (IDH1): qHTS. Isocitrate dehydrogenase [NADP] cytoplasmic (Homo sapiens), O75874. IDH1-R132H enzyme, NADPH consumption, diaphorase/resazurin fluorescence. Potency, µM (doses to about 76.6 µM), inactives show at the top dose activity change, negative = inhibition, most hits filed as inhibitors. actives 0.093% (n = 390,000); note: potency is the fitted concentration of half-maximal effect; % is set by controls: 0 for no effect and ±100 for the full control effect; nearly all actives have a fitted effect of over 65% in size
Target sequence (O75874 whole entry R132H, stated change not applied): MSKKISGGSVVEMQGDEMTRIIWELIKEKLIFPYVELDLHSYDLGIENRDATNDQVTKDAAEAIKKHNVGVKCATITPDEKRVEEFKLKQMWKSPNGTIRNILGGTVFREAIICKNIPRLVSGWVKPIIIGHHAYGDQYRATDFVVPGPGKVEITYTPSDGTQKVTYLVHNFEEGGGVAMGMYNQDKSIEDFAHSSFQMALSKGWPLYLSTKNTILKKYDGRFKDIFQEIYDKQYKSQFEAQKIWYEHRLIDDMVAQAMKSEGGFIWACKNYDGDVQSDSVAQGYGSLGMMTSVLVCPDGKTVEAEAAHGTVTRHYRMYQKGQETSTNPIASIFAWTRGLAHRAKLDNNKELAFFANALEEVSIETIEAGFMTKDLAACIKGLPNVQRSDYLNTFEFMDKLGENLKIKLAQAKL
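IDH1-R132H (0.5 ug/mL) preincubated 30 min with compound, then NADPH (0.016 mM) and alpha-KG (2 mM) added; 80 min at RT, pH 7.5. Remaining NADPH coupled via diaphorase/resazurin to fluorescence (540/590 nm); concentration-response curves normalized to no-enzyme control.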
rTrxR1 inhibitor: qHTS Assay for Inhibitors of Mammalian Selenoprotein Thioredoxin Reductase 1 (TrxR1): qHTS. Thioredoxin reductase 1, cytoplasmic (Rattus norvegicus), O89049. recombinant rTrxR1, NADPH fluorescence consumption, selenite substrate. Potency, µM (doses to about 114 µM), for inactives: at the highest dose activity change, negative = inhibition, hits mostly inhibitors. actives 1% (n = 390,000). AID 588453, 2011; note: potency is the fitted concentration of half-maximal effect; % is set by controls: 0 for no effect and ±100 for the full control effect; nearly all actives have a fitted effect of over 65% in size
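Rat TrxR1 (90 nM in the dispensed reagent) was pre-reduced with 400 uM NADPH for 5 min at room temperature, then incubated with compound for 15 min. After 400 uM selenite was added, NADPH fluorescence (Ex 340/Em 450 nm) was followed for 8 min.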
D2 ag: HTS Assay for Allosteric Agonists of the Human D2 Dopamine Receptor: Primary Screen for Agonists; HEK293 T-REx D2 cells, calcium flux agonist mode; activation, % at 2 µM; actives 0.53% (n = 340,000);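 active = activation over 3 SD above normal in the single-dose calcium agonist read, cut at about 30% in these data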; note: 0% is about no effect
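In this primary screen, compounds producing a positive calcium signal within 180 s of addition to tetracycline-induced, force-coupled HEK293 Trex D2 cells are flagged; cells are dye-loaded with a no-wash calcium kit beforehand.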
Starred values were filed as active, the others as inactive; u = inconclusive; x = not tested or not shown; [ ] = remark or other dose. Unless noted, calls come from the whole dose curve; as a rule, active = well fitted inhibition curve with a large enough effect; inconclusive = small, poorly fitted or top-dose-only effect; inactive = no such curve, though single readings can be large or run the other way.

entry	Molecule	TRHR PAM	D2 ag	IDH1 R132H inh	TrxR1 substrate	Pin1 inh	TRHR agonist	USP1-UAF1 inh	D2 antagonist	rTrxR1 inhibitor
1	COc1ccccc1C(=O)Nc1ccc2oc(-c3cccc(Cl)c3Cl)nc2c1	4	-2.4	-5%	10%	3%	0.7	3%	x	5%
2	CSCCC(=O)N(C)CC1CCCN(CCc2cccc(C(F)(F)F)c2)C1 (stereo not given)	2	0.6	-5%	-8%	-6%	-0.2	-19%	0	-6%
3	O=c1oc2ccccc2n1CCCOc1ccccc1	0	-1.8	8%	6%[57.1 µM]	-3%	0.0	-4%	3	11%[57.1 µM]
4	CCNC(=O)N1CCC(c2nc3ccccc3s2)CC1	6	0.3	2%	9%	-11%	0.8	-16%	9	38%[activator]
5	CN(C)S(=O)(=O)c1cccc(NC(=O)c2ccc(NS(=O)(=O)c3cccs3)cc2)c1	x	x	1%	-13%	6%	x	-22%	x	-12%
6	CNC(=S)N/N=C(\C)c1ccc2c(c1)OCO2	3	x	10%	-6%	-10%	0.6	-23%	x	-5%[57.1 µM]
7	COc1cccc(CC(NC(C)=O)C(=O)NC2CCN(S(=O)(=O)c3cccc4ccccc34)CC2)c1 (stereo not given)	0	-0.2	1%	8%[57.1 µM]	-6%	-0.9	0%	3	-3%
8	C[C@H]1CN([C@@H](C)CO)C(=O)c2cccc(NC(=O)C3CC3)c2O[C@H]1CN(C)C(=O)Nc1ccc2c(c1)OCO2	x	x	17%	2%	2%	x	-30%	x	-28%
9	CCOc1cccc(CN2CCCC(CCC(=O)NCc3ccccc3F)C2)c1O (stereo not given)	-7	x	-5%	2%	4%	-0.2	-5%	x	9%[57.1 µM]
10	O=C(NCc1ccccc1)N1CCOc2ccccc21	-1	0.9	10%	-1%	-2%	0.1	-12%	-19	23%
11	COc1ccccc1OCc1nc(C#N)c(N2CCC(C(N)=O)CC2)o1	2	x	7%	-3%	-1%	0.4	-2%	x	3%
12	Nc1ccc(-c2ccc(N)c(C(=O)O)c2)cc1C(=O)O	1	1.1	5%	22%	-18%	-0.7	-15%	-26	27%
13	O=C(c1cc2ccccc2oc1=O)N(Cc1ccco1)C1CCS(=O)(=O)C1 (stereo not given)	1	0.5	3%	-2%	-3%	0.3	2%	-7	u
14	CCCc1cc(C(=O)N2CCCC(N3CCN(c4ccccc4F)CC3)C2)n(C)n1 (stereo not given)	0	3.1	7%	0%	3%	-0.6	-19%	-16	-17%
15	C/C=C/c1ccc(OCC(=O)Nc2ccc(C(N)=O)cc2)c(OC)c1	-1	1.9	14%	6%[57.1 µM]	-15%	-1.1	-16%	-22	20%[57.1 µM]
16	CC(=O)Nc1ccccc1OCC(=O)NCC(F)(F)F	-7	1.6	0%	1%	3%	0.2	-9%	10	22%
17	CC(C)Cc1ccc(C(C)C(=O)Nc2cccnc2)cc1 (stereo not given)	-7	12	3%	3%	-10%	10	-22%	22	24%
18	COc1cc(C(C)=O)ccc1OCC(O)CN(CCO)Cc1ccccc1 (stereo not given)	2	0.5	-4%	0%	-5%	1.3	-19%	16	27%
19	CN(C(=O)COc1ccccc1)c1nnc(-c2ccncc2)s1	-3	1.1	1%	27%	-6%	0.0	-7%	5	-13%
20	O=C(Nc1ccnn1C1CCN(Cc2ccc(CO)o2)CC1)c1ccccc1Cl	6	1.2	2%	-6%	7%	0.5	5%	-13	-14%

The closing 2 entries of the section before come first, to join the parts:
entry	Molecule	TRHR PAM	D2 ag	IDH1 R132H inh	TrxR1 substrate	Pin1 inh	TRHR agonist	USP1-UAF1 inh	D2 antagonist	rTrxR1 inhibitor
19	CN(C(=O)COc1ccccc1)c1nnc(-c2ccncc2)s1	-3	1.1	1%	27%	-6%	0.0	-7%	5	-13%
20	O=C(Nc1ccnn1C1CCN(Cc2ccc(CO)o2)CC1)c1ccccc1Cl	6	1.2	2%	-6%	7%	0.5	5%	-13	-14%
21	O=C(O)c1cc(NC(=O)c2cccc(C(=O)Nc3cc(C(=O)O)cc(C(=O)O)c3)c2)cc(C(=O)O)c1	3	x	-1%	2%	-7%	-0.1	-15%	x	29%
22	COc1ccc(OC)c(S(=O)(=O)NCC(c2ccco2)N2CCc3ccccc3C2)c1 (stereo not given)	-1	x	7%	-5%	5%	0.7	-8%	x	5%
23	CCOC(=O)Cc1nnc(NC(=O)CSc2ccc(C)cc2)s1	4	0.4	6%	3%	17%	0.5	-15%	1	5%
24	Cc1cccc(C(=O)Nc2ccc(C(=O)N/N=C/c3ccc4c(c3)OCO4)cc2)c1	-7	-0.9	-3%	19%	u	-0.7	-21%	-14	15%
25	O=C(c1ccc(S(=O)(=O)N2CCOCC2)cc1)N1CCN(c2ccccc2F)CC1	3	x	5%	12%	2%	0.0	-11%	x	17%
26	Cc1cccn2c(=O)nc(SCC(=O)NCc3ccccc3)nc12	4	0.3	-8%	6%[57.1 µM]	-6%	-0.2	-21%	-3	8%[57.1 µM]
27	Cc1ccc(OCCCCNC(C)c2ccccc2)c(C)c1 (stereo not given)	-2	2.4	0%	-6%	0%	0.4	-16%	11	-5%
28	CN1CCN(C(=O)c2ccc(S(=O)(=O)c3ccc(Br)cc3)cc2)CC1	15	0.0	1%	10%[57.1 µM]	-4%	1.5	-15%	7	-20%
29	Cc1cccc(NC(=O)C2CCC(CNC(=O)[C@@H]3Cc4ccccc4CN3)CC2)c1 (stereo not given in full)	-6	0.4	8%	-6%	0%	0.4	-22%	11	-8%
30	COc1ccc(NCc2cc3cc4c(cc3n(CC(=O)Nc3ccc(F)cc3)c2=O)OCCO4)cc1	1	3.7	-7%	5%	-8%	2.0	-34%	x	17%
31	O=C(/C=C/c1c(F)cccc1Cl)N1CCOCC1	-11	0.2	-7%	2%	-4%	0.0	-19%	11	24%
32	Cc1ccc(C(=O)OCC(=O)NC(C)c2ccccc2)s1 (stereo not given)	x	x	6%	0%	-1%	x	7%	x	26%
33	CSc1ncnc2c1ccn2CC(=O)Nc1ccc(C)c(C)c1	-6	x	-9%	3%[57.1 µM]	5%	1.4	u	x	20%[57.1 µM]
34	COc1ccc(C2=C/C(=C/c3cccnc3)C(=O)O2)cc1OC	2	25	-29%	2%	u	45*	-20%	12	-5%
35	CC(C)C[C@H](NC(=O)N1CC(=O)Nc2ccccc21)C(=O)N[C@H](Cc1ccccc1)C(=O)O	-8	x	-7%	0%	-13%	0.2	7%	x	2%
36	Cc1cc(OCC(=O)OCC(=O)NCc2ccc3c(c2)OCO3)ccc1Cl	3	-0.3	16%	-3%	-2%	1.3	-23%	1	5%
37	CC[C@H](C)[C@H]1CNC(=O)C(=O)N1CC1CCN(CC2CCC(C)CC2)CC1 (stereo not given in full)	x	x	25%	9%	-1%	x	-7%	x	28%
38	CCN(CC)C(=O)c1sc2c(c1C)c(=O)n(-c1ccccc1)c(=O)n2CC(=O)N(CC)c1cccc(C)c1	-7	0.5	19%	2%[57.1 µM]	-7%	0.0	u	x	15%[57.1 µM]
39	O=C(CSc1ccc(Cl)cc1)NC1CCCC1	2	0.0	11%	0%	-2%	0.0	-8%	-6	13%
40	CCOC(=O)c1cccc(NC(=O)CSc2nc3ccccc3c(=O)n2CCOC)c1	-2	-0.3	4%	3%[57.1 µM]	4%	-0.4	-12%	-9	-20%[57.1 µM]
41	CCCc1cc(=O)[nH]c(SCC(=O)Nc2cc(S(=O)(=O)N3CCOCC3)ccc2Cl)n1	x	x	-2%	3%	3%	x	-27%	x	12%
42	Cc1ccccc1N(CC(=O)N/N=C/c1ccccc1Cl)C(=O)c1ccccc1	13	-0.3	0%	3%[57.1 µM]	-6%	-1.0	6%	-1	33%[57.1 µM]
43	CCOCCOC(=O)c1cccc2c1-c1ccccc1C2=O	-14	-1.0	-2%	2%	8%	-1.5	-16%	-9	9%
44	Cc1cc(C)n(CNc2nc(C(F)(F)F)cs2)n1	2	-1.3	0%	0%	3%	0.4	-13%	-7	15%

Source: PubChem (National Center for Advancing Translational Sciences (NCATS))

Only part of the results is shown. The share of hits here may be higher or lower than overall.
